# LMPTP inh: LMPTP (human) inhibition; P24666; recombinant LMPTP-A, OMFP fluorogenic substrate, fluorescence intensity; inhibition, % at 20 µM; 360,000 compounds, 0.22% hits; AID 651560;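 active = compounds that cut the enzyme signal by at least half of the control window in the single-dose screen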;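 note: plate controls were DMSO wells with enzyme plus substrate for no effect and substrate without enzyme for full effect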
#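 Test system: LMPTP-A, protein tyrosine phosphatase of low molecular weight; Input: 0.625 nM enzyme; Incubation: 50 min dark incubation at room temperature; Signal: endpoint fluorescence intensity from OMFP dephosphorylation; Read-out basis: % inhibition versus control wells.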
# Rpn11 inh: Rpn11 (human) deubiquitinase inhibition; calls only at 20 µM; AID 588493; O00487; 360,000 compounds, 0.59% hits; human 26S proteasome, Ub4-pepOG fluorescence polarization; 20S core pre-blocked with epoxomicin;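 active = inhibition at 20 µM, scaled to each plate's controls, above about 33%, limit read from the data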
# TbMetRS inhib: blocks T. brucei methionyl-tRNA synthetase activity | purified T. brucei MetRS, ATP depletion, Kinase-Glo luminescence | inhibition, % at 11.9 µM | 360,000 compounds, 0.4% hits | AID 624268;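 active = inhibition above a per-plate cutoff of the control wells' mean inhibition plus 3 SD, cut at about 5.5% in these data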;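 note: 0% = DMSO wells median and 100% = median of wells with control inhibitor compound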
#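 Material: T. brucei methionyl-tRNA synthetase, purified; reagent: substrates ATP, L-methionine and bulk Escherichia coli tRNA; dosing: 11.9 µM single point; timing: 15 min plus 2 h at 25 °C; detection: luminescence of leftover ATP; evaluation: % inhibition; control set: DMSO-only wells as low control; replicates: singlicate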
# DNMT1 block: inhibitors of human DNMT1; inhibition (reported as % activation of signal), % at 10 µM; P26358; AID 588458; 360,000 compounds, 0.83% hits; DNMT1 molecular beacon, Hinp1I cleavage, fluorescence; in the data active = inhibition above about 50%
# Target sequence (P26358 504-1616 limits assumed): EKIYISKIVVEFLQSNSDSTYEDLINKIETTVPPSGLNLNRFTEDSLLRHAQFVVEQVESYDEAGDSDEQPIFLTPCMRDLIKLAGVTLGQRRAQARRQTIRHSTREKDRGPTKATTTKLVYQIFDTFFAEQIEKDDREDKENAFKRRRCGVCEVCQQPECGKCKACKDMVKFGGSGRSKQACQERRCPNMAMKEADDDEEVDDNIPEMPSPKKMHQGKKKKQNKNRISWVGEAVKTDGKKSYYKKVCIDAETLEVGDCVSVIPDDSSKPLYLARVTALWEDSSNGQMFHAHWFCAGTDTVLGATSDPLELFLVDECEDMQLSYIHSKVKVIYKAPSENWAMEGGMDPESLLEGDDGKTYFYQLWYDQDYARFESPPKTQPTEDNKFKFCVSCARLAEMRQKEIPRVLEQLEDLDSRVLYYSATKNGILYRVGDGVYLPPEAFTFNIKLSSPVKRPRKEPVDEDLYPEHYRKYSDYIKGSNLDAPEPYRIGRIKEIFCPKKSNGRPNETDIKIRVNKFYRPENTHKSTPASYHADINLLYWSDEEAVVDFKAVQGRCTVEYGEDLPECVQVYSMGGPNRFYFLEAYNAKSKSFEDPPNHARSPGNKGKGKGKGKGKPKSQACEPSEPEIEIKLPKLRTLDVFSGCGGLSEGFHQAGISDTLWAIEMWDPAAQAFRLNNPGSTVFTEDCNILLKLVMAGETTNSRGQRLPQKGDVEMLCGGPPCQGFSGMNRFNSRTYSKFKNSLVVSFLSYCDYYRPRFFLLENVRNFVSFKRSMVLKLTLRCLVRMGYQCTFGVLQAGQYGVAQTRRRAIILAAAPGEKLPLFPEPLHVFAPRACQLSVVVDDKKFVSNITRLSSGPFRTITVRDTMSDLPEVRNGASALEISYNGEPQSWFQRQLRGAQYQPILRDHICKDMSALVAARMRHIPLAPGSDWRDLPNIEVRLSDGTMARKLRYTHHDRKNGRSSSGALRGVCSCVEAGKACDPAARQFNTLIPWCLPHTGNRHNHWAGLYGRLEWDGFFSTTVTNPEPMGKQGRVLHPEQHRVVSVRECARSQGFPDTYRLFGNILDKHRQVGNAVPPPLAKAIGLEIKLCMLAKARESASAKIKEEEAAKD
# MsrA inh: inhibits bovine methionine sulfoxide reductase A; purified bovine MsrA, absorbance read-out; inhibition, % at 15.5 µM; 360,000 compounds, 0.75% hits; in the data active = inhibition above about 4.5%;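 note: 0% = vehicle wells with enzyme and 100% = reference inhibitor wells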
# SUMO1-SIM PPI: modulators of human SUMO1-mediated protein-protein interactions | inhibition, % at 20 µM | AID 602429 | P63165 | 360,000 compounds, 0.33% hits | SUMO1 binding to a labelled peptide, TR-FRET, 1 h; in the data active = inhibition above about 37%
# CSN inh: blocks human CSN-mediated cullin deneddylation; inhibition, % at 12.5 µM; 360,000 compounds, 0.38% hits; Purified CSN, SCF-Nedd8-OG deneddylation, fluorescence polarization; Q92905;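 active = pattern-corrected inhibition above about 35%, with an unprinted fluorescence ratio check between 0.5 and 1.5, limit read from the data, passing the limit was not always enough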;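 note: 0% = enzyme with substrate and 100% = substrate without enzyme; some results filed as inactive read as strong as hits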
#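 assay system = purified human Csn5 enzyme expressed in HEK293T cells | amount = 0.24 nM enzyme | buffer or medium = Tris/NaCl/DTT buffer, pH 7.5 | reagent = 10 nM SCFSkp2-Nedd8OG | compound = one concentration, 12.5 µM, 0.25% DMSO | times = 90 min reaction at room temperature | signal = FP | read-out basis = % inhibition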
# NadD inh: NadD (S. aureus) enzyme inhibition; 360,000 compounds, 0.78% hits; purified NadD enzyme, colorimetric absorbance read-out; inhibition, % at 20 µM; AID 602399; in the data active = inhibition above about 26%; note: some compounds past the cut are filed as inactive
# Scp1 inh: Scp-1 (human) phosphatase inhibition. inhibition, % at 20 µM. 340,000 compounds, 0.88% hits. Q9GZU7. Recombinant Scp1, phosphopeptide, malachite green phosphate absorbance;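 active = inhibition above about 50% at 20 µM, limit read from the data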;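 note: plate controls were DMSO wells with enzyme for no effect and wells lacking enzyme for full effect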
#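 System: truncated SCP-1 phosphatase (76-261aa); medium: Tris acetate buffer pH 5.5 with MgCl2 and Tween-20; incubation: 45 min room-temperature reaction, 5 min colour, 30 min stabiliser; compound: single 20 µM dose, 1% DMSO; reagent: Phosphorylated 17-residue peptide substrate; read-out: % inhibition at 20 µM; technique: colorimetric free-phosphate detection, absorbance 630 nm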
# STEP inh: inhibitors of human striatal-enriched phosphatase STEP. P54829. recombinant STEP, OMFP fluorogenic substrate, fluorescence. inhibition, % at 20 µM. 360,000 compounds, 0.25% hits;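 active = inhibition at 20 µM, scaled per plate between control wells, above about 37%, limit read from the data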;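 note: 0% = DMSO with enzyme and substrate and 100% = substrate only without enzyme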
#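 material = STEP tyrosine phosphatase | reagent = fluorogenic phosphatase substrate OMFP at 25 µM final | doses = single compound dose of 20 µM, 1% DMSO final | schedule = 20 min reaction, room temperature, in the dark | measured by = fluorescence, 480/540 nm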
# Starred values were filed as active, the others as inactive; i = inactive; · = not tested or not shown.
# Results follow in this order: LMPTP inh, Rpn11 inh, TbMetRS inhib, DNMT1 block, MsrA inh, SUMO1-SIM PPI, CSN inh, NadD inh, Scp1 inh, STEP inh
CN1CCC(N(C)S(=O)(=O)c2ccc(NC(=O)c3cccc(C#N)c3)cc2)CC1
    -1.1, i, -0.5, 1, 0.2, 1, -4, -3, -6, 4
Cc1cccc(-n2ncc3c(N4CC(C)CC(C)C4)ncnc32)c1 (centres undefined)
    3.7, i, 0.0, 0, -0.4, 3, 3, 5, -2, 2
O=S1(=O)CCOC[C@H](c2ccccc2)N1Cc1cccc(F)c1
    -0.1, i, -0.4, -1, 0.1, 5, -3, -14, 14, 2
CCN(CC)c1ccc(C=O)c(OC)c1
    0.3, i, -0.5, -1, 3.8, -7, -12, -2, 1, 0
CC1CCCCC12NC(=O)N(CC(=O)c1ccc(Cl)s1)C2=O (centres undefined)
    0.8, i, -0.7, 0, -0.1, -7, 2, 1, -5, 0
O=C(O)[C@H](Cc1ccccc1)NC(=O)N1CCN(c2cccc(C(F)(F)F)c2)CC1
    -0.2, i, -0.6, 1, 0.2, 0, 2, -4, 0, -3
COc1ccc2cc(CNCCOCCOCCNCc3ccc4cc(OC)ccc4c3)ccc2c1
    -1.6, i, -0.5, 19, -1.6, -72, 1, 2, 27, 1
CCc1ccc(CCC(=O)Nc2ccc(C)cc2C)o1
    -1.1, i, -0.6, 0, 0.1, -1, 1, 1, -2, -4
CC(=O)c1c(C)[nH]c(C(=O)CSc2nnc(N)s2)c1C
    0.7, i, 0.4, 1, 1.6, 0, 1, -4, -3, -2
C[C@@H]1CN([C@@H](C)CO)C(=O)CCCn2cc(nn2)CO[C@H]1CN(C)C(=O)Oc1ccccc1
    -2.5, i, 0.5, 4, 1.0, 3, 6, -5, ·, 2
CCN1c2ccccc2-c2nc3ccccc3n2C1c1cccnc1 (centres undefined)
    1.2, i, -0.6, 4, 1.9, 5, 1, 3, 10, 3
O=C(CCN=C1NS(=O)(=O)c2ccccc21)OCC(=O)c1ccc(F)cc1
    -0.2, i, -0.4, 4, -1.8, 2, 6, 2, -11, 2
Cc1ccccc1N(C(=O)CCC(=O)Nc1ccccn1)C(C(=O)NC(C)C)c1ccc(F)cc1 (centres undefined)
    -0.5, i, -0.8, 1, -0.8, -2, 4, -3, 4, -2
CC(=O)N(c1nc(/C=C\C(=O)O)cs1)c1ccccc1F
    -0.7, i, -1.0, 2, 2.0, -9, 1, -4, 2, 4
CC(C)(C)c1ccc(OCCNCc2ccccc2)cc1
    -4.1, i, -0.2, -2, -1.6, 0, -1, -4, -5, 0
O=C(Cn1nc(-c2ccco2)ccc1=O)Nc1cc(C(F)(F)F)ccc1Cl
    -0.3, i, 0.7, 0, 0.4, -16, -4, -10, -9, -2
CCCCn1c(N)c(N(C)C(=O)c2cn(-c3ccccc3)nc2-c2ccccc2)c(=O)[nH]c1=O
    -1.9, i, -0.3, 2, 0.1, 3, -4, -1, -6, -2
CC(C)(O)C(=O)NNC(=S)NCc1ccco1
    0.5, i, 0.0, -5, 0.6, 2, 3, -8, -9, 2
COc1ccc2c(CN(Cc3ccccc3)Cc3ccccc3)cc(=O)oc2c1
    4.6, i, 0.0, -1, 0.8, 1, -1, 3, ·, 4
CC(/C=C/c1ccc(Cl)o1)=C\C(=O)O
    -1.2, i, -1.4, 37, 1.9, -2, 1, -2, 11, -2
CCOC(=O)NCN1C(=O)C2C3C=CC(C3)C2C1=O (centres undefined)
    -1.3, i, -0.1, 3, -0.8, 1, 0, 0, -3, -4
Cc1cccc(N2CCN(c3ccc4cc(S(=O)(=O)N5CCCCC5)ccc4n3)CC2C)c1 (centres undefined)
    1.9, i, 0.0, 5, 0.6, -58, 2, 28, 1, -2
CCN(CC)C(=O)CSC(Nc1cccc(F)c1)=C(C#N)C#N
    3.5, ·, -0.3, -37, 0.5, -3, 16, 5, -4, 0
O=C(O)C1=C[C@H](c2csc3ccccc23)C[C@H](OCc2ccc(CO)cc2)O1
    0.2, i, 0.5, 8, -1.4, -3, 1, 0, -2, 0
CC1(C)CC(NC(=O)c2ccccc2F)CC(C)(C)N1
    -1.6, i, 0.0, 3, -0.6, 5, -1, -3, -6, -2
CCOc1ccc(/C=N/OC(C)C(=O)NCc2ccc3c(c2)OCO3)cc1 (centres undefined)
    0.8, i, -0.6, -3, 1.0, -5, -5, -4, -9, 0
O=C(Nc1ncccc1O)c1ccc(Oc2ccccc2)cc1
    -0.6, i, -0.3, 1, -0.2, 3, -1, 5, -7, 0
COc1cccc(NC(=O)C(C)N2C(=O)c3ccccc3C2=O)c1 (centres undefined)
    0.5, i, -1.1, 5, 2.5, 2, 1, -2, -12, -1
N#Cc1cc(-c2cccc(Cl)c2)c[nH]c1=O
    -0.8, i, -0.3, -3, 1.5, -9, -2, 8, -2, 3
CCOc1cc(CNCCCN2CCOCC2)cc(Br)c1OCc1ccccc1Cl
    -6.3, i, -0.4, -1, 0.3, -1, 8, -5, 6, 2

# Structural class, the compounds so far containing a CF3 group (2)
# Results follow in this order: LMPTP inh, Rpn11 inh, TbMetRS inhib, DNMT1 block, MsrA inh, SUMO1-SIM PPI, CSN inh, NadD inh, Scp1 inh, STEP inh
O=C(O)[C@H](Cc1ccccc1)NC(=O)N1CCN(c2cccc(C(F)(F)F)c2)CC1
    -0.2, i, -0.6, 1, 0.2, 0, 2, -4, 0, -3
O=C(Cn1nc(-c2ccco2)ccc1=O)Nc1cc(C(F)(F)F)ccc1Cl
    -0.3, i, 0.7, 0, 0.4, -16, -4, -10, -9, -2

# In the list so far, these contain a furan ring, fused or not.
# Results follow in this order: LMPTP inh, Rpn11 inh, TbMetRS inhib, DNMT1 block, MsrA inh, SUMO1-SIM PPI, CSN inh, NadD inh, Scp1 inh, STEP inh
CCc1ccc(CCC(=O)Nc2ccc(C)cc2C)o1
    -1.1, i, -0.6, 0, 0.1, -1, 1, 1, -2, -4
O=C(Cn1nc(-c2ccco2)ccc1=O)Nc1cc(C(F)(F)F)ccc1Cl
    -0.3, i, 0.7, 0, 0.4, -16, -4, -10, -9, -2
CC(C)(O)C(=O)NNC(=S)NCc1ccco1
    0.5, i, 0.0, -5, 0.6, 2, 3, -8, -9, 2
CC(/C=C/c1ccc(Cl)o1)=C\C(=O)O
    -1.2, i, -1.4, 37, 1.9, -2, 1, -2, 11, -2

# The results go on.
# Results follow in this order: LMPTP inh, Rpn11 inh, TbMetRS inhib, DNMT1 block, MsrA inh, SUMO1-SIM PPI, CSN inh, NadD inh, Scp1 inh, STEP inh
Cc1cc(C)c(OCC(=O)N(C)CC(=O)Nc2ccc(N3CCOCC3)cc2)c(C)c1
    0.4, i, 0.5, 0, 0.1, 2, -1, 8, -2, 1
CNc1ccc(/C=C/C(=O)c2ccc(C)cc2)cc1[N+](=O)[O-]
    13, i, -0.8, 6, -0.3, -16, 7, -6, 8, 6
[O-]/C(=C(\C(=S)NCc1ccco1)[n+]1ccccc1)c1ccccc1Br
    12, i, -1.7, 0, 1.9, 2, 21, 17, 10, 1
COc1ccc(C(=O)C(OC(=O)c2ccccc2Cl)c2ccccc2)cc1 (centres undefined)
    2.1, i, -0.6, -2, 0.4, -1, -14, -2, -15, 0
CCCNC(=O)COC(=O)c1cc(SC)ccc1Cl
    -0.7, i, -1.5, 4, 0.5, 0, 5, 2, 6, -3
Cn1c(CNC(=O)CNC(=O)c2cccc(F)c2)cc(=O)n(C)c1=O
    0.6, i, 0.0, -1, 0.2, 1, 0, 3, -5, 1
O=C1c2ccccc2-c2nnc(-c3ccccc3)cc21
    -0.8, i, -0.1, -17, -0.4, -29, -4, -2, 1, 5
COc1ccc(NC(=O)COC(=O)C23CCC(=O)N2c2ccccc2S3)cc1 (centres undefined)
    -1.6, i, -0.6, 1, 0.7, 1, 3, -1, -5, 1
CC(Oc1ccc(Br)cc1)C(=O)Nc1ccc(S(=O)(=O)NC2=NCCCCC2)cc1 (centres undefined)
    0.8, i, -0.3, -6, -1.1, 4, 1, 4, 2, 0
Cc1ccc(S(=O)(=O)N2CCN(C(=O)c3n[nH]c(=O)c4ccccc34)CC2)cc1
    0.4, i, -1.0, 1, 0.0, 0, -9, -1, -3, 0
Cc1cc(C)nc(SCC(=O)OCC(=O)Nc2ccccc2)n1
    -0.5, i, 0.6, 15, 1.6, 4, 2, 4, -4, 1
C/C(=N\NC(=O)CSc1nc2ccccc2s1)c1cccnc1
    -0.4, i, -0.5, 1, -1.7, 2, 0, -6, 0, 0
Cc1cc(C)cc(S(=O)(=O)c2cn(C)c3cc(N4CCN(C)CC4)c(F)cc3c2=O)c1
    1.3, i, 0.0, 1, -0.7, 9, -1, -4, -5, 6
COCCCN1CC23C=CC(O2)C(C(=O)OC)C3C1=O (centres undefined)
    -1.8, i, -1.8, 2, -0.9, 1, -2, -1, -2, 0
O=C(CNc1cccc(F)c1)N1CCc2ccccc2C1
    0.4, i, -1.4, -1, 2.4, 5, 4, -3, 0, 1
CN(C(=O)CSc1nnc(-c2ccc(Cl)cc2)n1C)C1CCS(=O)(=O)C1 (centres undefined)
    -0.9, i, -0.1, 5, 0.4, 1, -5, 4, -7, -3
COc1ccccc1NS(=O)(=O)c1cc(NC(=O)CCNC(C)=O)ccc1N1CCCCC1
    1.9, i, -0.4, -12, -0.5, 6, -4, -9, -5, 2
CCC(C(=O)OC(C)C(=O)Nc1ccc(Cl)cn1)c1ccccc1 (centres undefined)
    -0.2, i, -0.1, 1, 0.4, 4, 0, 1, 1, 1
CCN(CC)c1ccc(/C=N/N2C(=O)c3ccccc3C2=O)cc1
    -1.1, i, -0.1, -3, 4.3, -24, 0, 6, 0, -1
Cc1ccc(C(=O)NCC(=O)NCCc2ccc(S(N)(=O)=O)cc2)s1
    0.4, i, 0.0, 5, 2.0, -6, 2, -5, 3, 2
